High-throughput results: PubChem BioAssay, several laboratories
SRC1 inh: inhibits human SRC1 coactivator | Q15788 | HEK293 GAL4-SRC1 luciferase reporter, luminescence | inhibition, % at 3.6 µM | 360,000 compounds, 0.12% hits | AID 588354;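 active means inhibition above the campaign mean plus 3 SD, with each screening campaign given its own cutoff, cut at about 60% in these data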;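 further: 0% = DMSO treated cells and 100% = gossypol at 36 µM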
TWEAK Fn14 block: TWEAK-Fn14 signaling inhibition. 360,000 compounds, 2% hits. inhibition, % at 10 µM. TWEAK-stimulated Fn14 reporter cells, luciferase luminescence, 8 h; in the data active means inhibition above about 50%
TROY NFkB inh: inhibitors of TROY-dependent NF-kB signaling; inhibition, % at 10 µM; Q293 LMP1-TROYcd NF-kB luciferase reporter, 4 h; AID 1347056; 360,000 compounds, 0.98% hits;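 active means compounds whose plate-normalised and pattern-corrected inhibition of the luciferase reporter signal at the single screening dose is 50% or more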
NCOA3 inh: human NCOA3 inhibition | Q9Y6Q9 | HEK293 GAL4-SRC3 luciferase reporter, luminescence | inhibition, % at 3.6 µM | 360,000 compounds, 0.17% hits;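 active means inhibition above a per-campaign cutoff, the mean of all compounds plus 3 SD, cut at about 60% in these data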;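 further: 0% = DMSO-treated cells and 100% = gossypol-treated cells at 36 µM; higher means less SRC3-driven luciferase light from the GAL4 reporter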
NCOA2 inhibitor: human SRC2 (NCOA2) inhibition; HEK293 GAL4-SRC2 luciferase reporter, luminescence; Q15596; 370,000 compounds, 0.17% hits; inhibition, % at 9 µM; AID 651957;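 active means inhibition above the mean inhibition of all tested compounds plus 3 SD, set per campaign, cut at about 52% in these data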;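 further: 0% = DMSO treated cells and 100% = cells given Gossypol at 36 µM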
TRAIL sens C8: sensitizes caspase-8 expressing cells to TRAIL; AID 624354; inhibition (viability loss, TRAIL sensitization), % at 10 µM; 360,000 compounds, 1% hits; NB7+C8 cells + TRAIL, ATPlite viability luminescence;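 active means compounds causing at least 50% loss of cell viability in the single-dose screen, relative to plate controls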
TLR9-MyD88 block: TLR9-MyD88 interaction inhibition | CHO BLA complementation TLR9-MyD88, CCF4 FRET ratio | inhibition, % at 4.98 µM | 340,000 compounds, 0.21% hits;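 active means inhibition above the mean over all tested compounds plus 3 SD, cut at about 21% in these data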;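 further: 0% = DMSO only wells and 100% = clavulanate BLA inhibitor control wells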
LRH-1 inv ag: NR5A2 inverse agonism in reporter assay; O00482; HEK293T StAR-luciferase reporter, LRH-1 transfected, 24 h; inhibition, % at 3.6 µM; 360,000 compounds, 0.13% hits;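 active means inhibition above the mean inhibition of all tested compounds plus 3 SD, cut at about 73% in these data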;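 further: 0% = DMSO wells and 100% = reporter-only cells lacking LRH-1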
NOD2-RIPK2 inh: inhibitors of human NOD2-RIPK2 interaction. O43353. CHO BLA complementation NOD2-RIPK2, CCF4 ratio. 360,000 compounds, 0.38% hits. AID 624267. inhibition, % at 4.98 µM; in the data active means inhibition above about 21%;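 further: 0% = vehicle only and 100% = reference blocker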
Target sequence (O43353 whole entry, looked up): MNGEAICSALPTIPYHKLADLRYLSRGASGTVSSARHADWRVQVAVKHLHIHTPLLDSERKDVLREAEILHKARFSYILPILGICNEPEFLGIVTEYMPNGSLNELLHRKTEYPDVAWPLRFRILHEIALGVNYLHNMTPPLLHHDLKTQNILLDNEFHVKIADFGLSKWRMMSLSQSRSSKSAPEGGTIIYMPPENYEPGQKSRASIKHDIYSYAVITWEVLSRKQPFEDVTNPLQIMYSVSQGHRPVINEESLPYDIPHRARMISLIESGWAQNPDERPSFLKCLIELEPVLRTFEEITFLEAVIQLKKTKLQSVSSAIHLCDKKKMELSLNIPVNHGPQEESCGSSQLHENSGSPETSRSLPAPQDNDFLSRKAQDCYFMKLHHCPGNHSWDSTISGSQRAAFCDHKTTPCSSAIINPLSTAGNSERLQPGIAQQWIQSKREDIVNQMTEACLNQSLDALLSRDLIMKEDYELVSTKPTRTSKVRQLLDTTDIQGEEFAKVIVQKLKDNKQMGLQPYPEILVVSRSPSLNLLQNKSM
EBV LMP1 NFkB: inhibitors of Epstein-Barr LMP1-induced NF-kappaB reporter; LMP1-induced NF-kappaB luciferase reporter cells, luminescence; inhibition, % at 12.5 µM; 350,000 compounds, 0.69% hits; AID 504558; in the data active means inhibition above about 41%;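 further: 0% = neutral control wells and 100% = reference inhibitor control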
NR2F2 inh: NR2F2 (human) inhibition, primary screen; inhibition, % at 8.6 µM; HEK293T NGFI-A luciferase reporter, luminescence; AID 686940; 370,000 compounds, 0.7% hits;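 active means inhibition above a per-plate cutoff, mean inhibition of test wells between control levels plus 3 SD, cut at about 38% in these data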;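 further: cells cotransfected with COUP-TFII expression vector driving the NGFI-A reporter; 0% = median of COUP-TF2 test wells and 100% = reporter-only cells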
Target sequence (P24468 whole entry, looked up): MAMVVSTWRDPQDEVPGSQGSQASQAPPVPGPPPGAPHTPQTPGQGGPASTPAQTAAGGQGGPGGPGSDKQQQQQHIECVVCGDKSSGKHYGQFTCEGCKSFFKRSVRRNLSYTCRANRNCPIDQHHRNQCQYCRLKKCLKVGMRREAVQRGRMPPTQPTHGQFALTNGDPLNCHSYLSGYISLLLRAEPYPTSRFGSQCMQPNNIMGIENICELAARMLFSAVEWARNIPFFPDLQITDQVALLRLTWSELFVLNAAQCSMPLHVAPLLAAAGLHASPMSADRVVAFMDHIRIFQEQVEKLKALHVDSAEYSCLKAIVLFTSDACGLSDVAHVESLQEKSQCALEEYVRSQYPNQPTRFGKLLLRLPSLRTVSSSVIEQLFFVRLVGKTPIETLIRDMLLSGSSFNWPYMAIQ
* marks the source's active call; other numbers are inactive results; · = no result given. Only part of the results is shown; rates above refer to the full screens.

SMILES	SRC1 inh	TWEAK Fn14 block	TROY NFkB inh	NCOA3 inh	NCOA2 inhibitor	TRAIL sens C8	TLR9-MyD88 block	LRH-1 inv ag	NOD2-RIPK2 inh	EBV LMP1 NFkB	NR2F2 inh
Cc1cccc(NS(=O)(=O)c2ccc(C)c(C(=O)NCCCN3CCOCC3)c2)c1	-5	11	8	11	17	-5	-2	7	-9	6	-2
O=C(Nc1ncc(Cc2ccccc2)s1)C1=NCCN1	-28	-22	-35	9	2	-10	1	-1	-3	-18	-1
O=c1cc(CN2CCOCC2)c2c(ccc3ccccc32)o1	-7	-31	-10	6	·	0	-12	10	-1	-13	·
COc1ccc(S(=O)(=O)Nc2ccc(S(=O)(=O)N3CCCC3)cc2)cc1	-21	12	7	17	18	-7	2	16	-1	6	-31
O=C(NCC1CCCO1)c1ccc2c(c1)C(=O)N(C1CCCCC1)C2=O (stereo unspecified)	-10	7	-5	2	-14	-7	6	4	-7	2	-9
CC(C)(C)c1ccc(CC(=O)N2CCC2(C)C(=O)Nc2cccc3ccccc23)cc1 (stereo unspecified)	2	10	8	-16	3	8	·	-18	-3	·	0
CCCCC1OC23CCCCC2C(C#N)(C#N)C1(C#N)C(=N)O3 (stereo unspecified)	-13	-8	-3	-4	-1	-6	4	-14	2	5	9
CCN(CC)C(=O)CSc1nc2c(sc(=S)n2-c2ccccc2)c(=O)n1-c1ccc(OC)c(OC)c1	-22	-3	4	11	-10	-2	-10	8	8	12	8
CN1CCN(c2ccccc2NC(=O)c2ccc(N3CCOCC3)c([N+](=O)[O-])c2)CC1	6	-33	-13	-1	-7	22	6	6	-8	-8	-25
CC(C)OCCCn1c(=N)c(S(=O)(=O)c2ccccc2)cc2c(=O)n3ccccc3nc21	2	2	17	-1	20	-9	-23	-5	-7	-5	-20

The final six records of the part before open the next one:
SMILES	SRC1 inh	TWEAK Fn14 block	TROY NFkB inh	NCOA3 inh	NCOA2 inhibitor	TRAIL sens C8	TLR9-MyD88 block	LRH-1 inv ag	NOD2-RIPK2 inh	EBV LMP1 NFkB	NR2F2 inh
O=C(NCC1CCCO1)c1ccc2c(c1)C(=O)N(C1CCCCC1)C2=O (stereo unspecified)	-10	7	-5	2	-14	-7	6	4	-7	2	-9
CC(C)(C)c1ccc(CC(=O)N2CCC2(C)C(=O)Nc2cccc3ccccc23)cc1 (stereo unspecified)	2	10	8	-16	3	8	·	-18	-3	·	0
CCCCC1OC23CCCCC2C(C#N)(C#N)C1(C#N)C(=N)O3 (stereo unspecified)	-13	-8	-3	-4	-1	-6	4	-14	2	5	9
CCN(CC)C(=O)CSc1nc2c(sc(=S)n2-c2ccccc2)c(=O)n1-c1ccc(OC)c(OC)c1	-22	-3	4	11	-10	-2	-10	8	8	12	8
CN1CCN(c2ccccc2NC(=O)c2ccc(N3CCOCC3)c([N+](=O)[O-])c2)CC1	6	-33	-13	-1	-7	22	6	6	-8	-8	-25
CC(C)OCCCn1c(=N)c(S(=O)(=O)c2ccccc2)cc2c(=O)n3ccccc3nc21	2	2	17	-1	20	-9	-23	-5	-7	-5	-20
COc1c(OC(C)=O)ccc(/C=C/c2ccc3cccc(OC)c3n2)c1[N+](=O)[O-]	-39	10	-13	-31	-31	15	13	-74	0	-16	-26
COc1ccccc1NS(=O)(=O)c1ccc(C)c(C(=O)NCC(c2ccco2)N2CCCCC2)c1 (stereo unspecified)	5	7	2	-32	3	-6	-5	4	5	0	3
O=C(NCc1ccc(Cl)cc1)c1ccncc1	2	21	7	0	15	-7	-12	6	-6	2	-8
CC1(c2ccccc2)NC(=O)N(CC(=O)NNC(=O)c2cccc(Cl)c2)C1=O (stereo unspecified)	3	10	-13	5	-19	-17	-13	2	-18	-2	-2
O=C1CC2c3ccccc3C1C1C(=O)N(CCc3ccccc3)C(=O)C21 (stereo unspecified)	23	24	-33	-1	-6	-4	3	16	-12	9	-14
CCOC(=O)NN1C(=O)c2ccccc2NC1c1cccc(O)c1 (stereo unspecified)	12	8	13	5	-27	2	8	-6	3	2	11
O=C(CCNC(=O)c1ccc([N+](=O)[O-])cc1)NCc1ccco1	-1	15	-5	-10	-13	-8	-1	-3	1	-7	-10
CCCc1cc(=O)oc2cc(C)cc(OCC(=O)NCc3ccccn3)c12	11	0	5	4	6	22	-12	22	-10	-7	7
Cc1ccc([N+](=O)[O-])cc1NC1CC(O)C(CO)O1 (stereo unspecified)	-32	-15	-12	-27	2	-4	-1	-3	-19	7	7
COc1ccc(OC)c2sc(NC(=O)CCS(=O)(=O)c3ccccc3)nc12	-3	20	-9	5	-13	0	8	-23	-8	7	-5
CCN(c1cccc(C)c1)S(=O)(=O)c1cnc[nH]1	-5	4	-16	15	-9	1	-9	4	0	-10	1
CCOC(=O)c1cn(CC)c2cc3c(cc2c1=O)OCO3	-8	18	3	2	-1	1	2	-5	-4	2	5
CCOC(=O)c1c(NC(=O)CN2CCOCC2)sc2c1CC(C)(C)OC2	-5	-4	0	1	4	4	9	-1	-3	-7	-9
COc1ccc(CCN(C)CC(=O)Nc2cc(C)nc3ccccc23)cc1OC	2	4	5	23	-4	0	·	7	-1	·	21
CC(C)n1cc(/C=C2/NC(=O)NC2=O)c2ccccc21	-13	0	34	-35	18	-4	-6	-7	-3	-2	10
O=C(NCc1ccccc1Cl)c1ccc2sc([C@H]3C[C@H](O)[C@@H](CO)O3)nc2c1	-7	0	-3	-2	5	-4	·	0	-11	·	-4
O=C(Cc1ccc(Br)cc1)N(Cc1ccccc1)c1ccccn1	-11	4	-1	6	-12	17	-2	-4	3	3	3
CC1CCN(C(=O)c2ccc(S(=O)(=O)N3CCCCCC3)cc2)CC1	11	8	2	21	-12	0	-4	-16	-2	5	2
COc1ccc2oc(C(=O)OCC(=O)NC3CCCCC3)c(C)c2c1	-27	1	2	-14	-7	2	0	11	-4	-9	2
Cc1cc(O)c(NC(=O)c2ccc(Br)o2)cc1C	-137	-20	-71	-105	-70	2	8	-50	-5	-28	-35

Part of the list above, limited to NCOA3 inh and SRC1 inh:
mol | NCOA3 inh | SRC1 inh
O=C(Cc1ccc(Br)cc1)N(Cc1ccccc1)c1ccccn1 | 6 | -11
CC1CCN(C(=O)c2ccc(S(=O)(=O)N3CCCCCC3)cc2)CC1 | 21 | 11

The listing continues.
SMILES	SRC1 inh	TWEAK Fn14 block	TROY NFkB inh	NCOA3 inh	NCOA2 inhibitor	TRAIL sens C8	TLR9-MyD88 block	LRH-1 inv ag	NOD2-RIPK2 inh	EBV LMP1 NFkB	NR2F2 inh
Cc1ccnc(N(C(=O)c2cccs2)C(=O)c2cccs2)c1	-87	10	-48	-54	-62	27	5	-104	-9	-8	-54
Cc1ccc(O)c(C(=O)CC(=O)c2ccc(C(C)(C)C)cc2)c1	-48	-11	-20	-11	-39	-1	-3	-39	-8	-7	-36
CCCCOC(=O)c1cc(=O)[nH]c2ccccc12	-16	-4	-2	0	-17	10	-3	-8	0	1	-11
O=C(Nc1ccc(Nc2ccccc2)cc1)N1CCOCC1	0	11	-8	0	-6	-1	-4	-21	-4	-4	7
COc1cc(/C=C/C(=O)OCC(=O)NC(=O)NC2CCCC2)ccc1OCC#N	-14	5	0	-5	2	14	6	-19	-11	0	-13
CCOc1ccc(Cc2c(C)[nH]c3ccc(C(=O)O)cc3c2=S)cc1	3	0	-5	10	-19	4	2	14	1	-29	-4
COCCCn1c(-c2ccccc2)nc2ccccc2c1=O	3	-4	-3	1	-8	-7	-8	10	-6	-3	2
O=C(NNC(=O)c1ccc(Cl)nc1)c1ccc(Br)cc1	-9	-32	-13	-20	-12	-5	-5	-10	-4	0	-2
CC(=O)N1CCN(S(=O)(=O)c2cccc(C(=O)NNC(=O)c3ccc(Br)cc3)c2)CC1	14	-1	-1	8	5	-5	7	-10	2	-5	12
COC(=O)c1ccc(C(=O)NC(=S)Nc2nc3c(s2)CCCC3)cc1	-28	19	-4	-18	-26	13	7	-32	-2	-2	-2
Cn1nc(-c2ccccc2)c(C(=O)Nc2ccc(Cl)cc2)c1Cl	-8	14	-20	12	5	3	6	14	3	-2	3
O=[N+]([O-])c1ccc(-c2c(-c3ccccc3)ncc3cc(F)ccc23)cc1	1	2	-30	14	-13	8	0	17	10	8	-6
CCC(=O)N(c1ccc(C(=O)O)cc1)c1nc(-c2ccc(OC)cc2)c(C)s1	-40	-10	-18	12	1	3	11	-3	-5	4	-6
CCN(CC)C(=O)c1ccc(COc2ccc(Cl)c(C)c2)o1	-50	-30	-35	-37	-8	-2	-4	-56	9	-3	7
CCOC(=O)c1c(C)nc(-c2ccccc2)nc1NC(=O)C(C)C	-56	-5	-66	-36	-44	44	0	-39	-4	-5	-42
CCCCC(C(=O)O)C(C)CC(=O)Nc1nccs1 (stereo unspecified)	-1	-9	-9	15	-37	-21	3	12	-1	-3	11
O=C(Cc1ccccc1)NNC(=S)Nc1ccc(Cl)cc1	-13	-26	-28	-4	-10	-2	3	-22	-16	-13	-6
C[C@@H]1CCC2[C@](C)(CO)[C@@H](O)CC[C@]2(C)[C@@]12CCC(CO)(CCO)O2 (stereo partly specified)	3	-2	-14	-16	9	-3	-12	-3	-4	2	1
O=c1c(Cl)c(N2CCN(c3ccc(F)cc3)CC2)cnn1-c1nc2ccccc2s1	-92	10	10	-92	-61	29	-2	-130	2	-20	-38
O=C(Nc1ccc(C(F)(F)F)cc1)C1CC(=O)N(c2ccc3c(c2)OCCO3)C1 (stereo unspecified)	5	43	-2	3	15	-12	0	15	0	4	3
Cc1ccc(C(C)C)cc2c(C)ccc1-2	1	-13	10	-5	16	4	7	3	-2	6	18
CC(C)(C)N1C(=O)c2c(C(=O)OCc3ccccc3)[nH]c(-c3ccccc3)c2C1=O	7	-3	-10	20	10	0	·	4	-14	·	-2
C/C(CC1CC(COCCC(C)C)OC1=O)=N\NC(N)=S (stereo unspecified)	6	-2	-11	6	-2	-8	-3	9	-1	-3	9
